Screening data as filed in PubChem BioAssay.
BioA inh = blocks M. tuberculosis BioA enzyme activity. purified M. tuberculosis BioA enzyme, plate reader. inhibition, % at 9.99 µM. 360,000 compounds, 0.096% hits. AID 602481; in the data active means inhibition above about 40%
The depositor's hits bear a star. Not all compounds are listed, so the mix of outcomes need not match the whole.

> CNC[C@H]1OCCCC[C@@H](C)Oc2ccc(NC(=O)Nc3cccc4ccccc34)cc2C(=O)N([C@@H](C)CO)C[C@H]1C
  BioA inh = -0.1
> C[C@@H]1CCCCO[C@@H](CN(C)C)[C@H](C)CN([C@@H](C)CO)C(=O)c2cc(NC(=O)Nc3ccc(C(F)(F)F)cc3)ccc2O1
  BioA inh = -0.3
> CCCc1cn(CC[C@H]2CC[C@H](NC(=O)Cc3cccnc3)[C@@H](CO)O2)nn1
  BioA inh = 0.9
> CCCN1C[C@H](C)[C@H](OC)CN(C)C(=O)c2cc(NS(=O)(=O)c3ccccc3)ccc2OC[C@H]1C
  BioA inh = -1.0
> C[C@@H]1CN([C@H](C)CO)C(=O)c2cc(/C=C/c3ccccc3)cnc2O[C@@H]1CN(C)C(=O)NC1CCCCC1
  BioA inh = -3.2
> C[C@H](NC(=O)C[C@H]1CC[C@H]2[C@@H](COc3ccc(NC(=O)C4CCOCC4)cc3C(=O)N2C)O1)c1ccccc1
  BioA inh = -2.7
> CNC[C@@H]1Oc2ccc(NC(=O)Nc3c(C)noc3C)cc2C(=O)N([C@H](C)CO)C[C@@H]1C
  BioA inh = -0.5
> C[C@H]1CN([C@@H](C)CO)C(=O)Cc2cc(NS(C)(=O)=O)ccc2O[C@@H]1CN(C)CC1CCCCC1
  BioA inh = -0.3
> CC(=O)N(C)C[C@H]1Oc2cc(-c3ccc(C#N)cc3)ccc2S(=O)(=O)N([C@@H](C)CO)C[C@H]1C
  BioA inh = -4.7
> O=C(C[C@H]1CC[C@@H]2[C@H](COC[C@@H](O)CN2C(=O)Nc2ccc(C(F)(F)F)cc2)O1)NCCc1ccncc1
  BioA inh = -0.2
> C[C@@H]1CN([C@@H](C)CO)C(=O)c2cccc(NS(=O)(=O)c3cn(C)cn3)c2O[C@H]1CN(C)C(=O)NC1CCCCC1
  BioA inh = -1.0
> C/C=C/c1ccc([C@@H]2[C@@H](CO)N3CCCCN(S(=O)(=O)c4ccccc4)C[C@@H]23)cc1
  BioA inh = -2.5
> COc1ccc(S(=O)(=O)N2C[C@@H](O)COC[C@H]3O[C@H](CC(=O)NCCN4CCCCC4)CC[C@@H]32)cc1
  BioA inh = 1.7
> COCCNC(=O)C[C@H]1C[C@H]2c3cc(NC(=O)Nc4ccccc4F)ccc3O[C@H]2[C@H](CO)O1
  BioA inh = -0.3
> CC(=O)N(C)C[C@H]1Oc2ncc(-c3ccccc3F)cc2C(=O)N([C@H](C)CO)C[C@H]1C
  BioA inh = 2.7
> O=C(C1CCCC1)N1C[C@@H]2[C@H](c3ccccc31)[C@H](CO)N2C(=O)Cc1ccccn1
  BioA inh = -1.3
> COc1ccc(NC(=O)N[C@@H]2CC[C@@H](CCNS(=O)(=O)c3ccccc3F)O[C@@H]2CO)cc1
  BioA inh = -0.6
> COc1ccccc1CNC(=O)C[C@@H]1CC[C@@H]2[C@H](COC[C@H](O)CN2C(=O)Nc2ccc(C(F)(F)F)cc2)O1
  BioA inh = 0.5
> CO[C@@H]1CN(C)C(=O)c2cc(NC(C)=O)ccc2OC[C@H](C)N(C(=O)CN(C)C)C[C@H]1C
  BioA inh = -0.6
> C[C@H]1CN([C@@H](C)CO)C(=O)c2cc(NC(=O)Nc3ccc4c(c3)OCO4)ccc2O[C@@H]1CN(C)C(=O)Nc1ccc2c(c1)OCO2
  BioA inh = 1.2
> COCCCNC(=O)[C@@]1(Cc2ccccc2CN=[N+]=[N-])N=C(c2ccc(OCCCO)cc2)O[C@H]1c1ccccc1
  BioA inh = -1.0
> O=C(C[C@@H]1CC[C@H]2[C@@H](COC[C@@H](O)CN2C(=O)c2ccc3c(c2)OCO3)O1)NC1Cc2ccccc2C1
  BioA inh = 0.7
> COc1ccc(C#Cc2ccc([C@@H]3[C@@H](CO)N4CCCCN(C(=O)Nc5ccc(F)cc5)C[C@H]34)cc2)cc1
  BioA inh = -1.4
> C[C@H](CO)N1C[C@H](C)[C@@H](CN(C)C(=O)Nc2cccc3ccccc23)OCCCC[C@H](C)Oc2ccc(NC(=O)Nc3ccc(F)cc3)cc2C1=O
  BioA inh = 1.6
> C[C@H]1CN([C@@H](C)CO)C(=O)c2c(c3ccccc3n2C)-c2ccccc2CO[C@@H]1CN(C)S(=O)(=O)c1ccc(Cl)cc1
  BioA inh = 0.9

In another format: entries from further up.
SMILES	BioA inh
CO[C@@H]1CN(C)C(=O)c2cc(NC(C)=O)ccc2OC[C@H](C)N(C(=O)CN(C)C)C[C@H]1C	-0.6
COc1ccc(NC(=O)N[C@@H]2CC[C@@H](CCNS(=O)(=O)c3ccccc3F)O[C@@H]2CO)cc1	-0.6
COc1ccccc1CNC(=O)C[C@@H]1CC[C@@H]2[C@H](COC[C@H](O)CN2C(=O)Nc2ccc(C(F)(F)F)cc2)O1	0.5

(further entries)
> C[C@H]1CN([C@@H](C)CO)C(=O)c2cc(-c3cncnc3)cnc2O[C@H]1CN(C)Cc1ccncc1
  BioA inh = -1.7
> Cc1ccccc1-c1ccc2c(c1)O[C@@H](CN(C)C(=O)Nc1ccc(C(F)(F)F)cc1)[C@@H](C)CN([C@H](C)CO)S2(=O)=O
  BioA inh = -4.2
> C[C@H]1CN([C@@H](C)CO)S(=O)(=O)c2ccc(-c3ccc(F)cc3)cc2O[C@H]1CN(C)C(=O)C1CCOCC1
  BioA inh = -1.7
> COC(=O)C[C@@H]1C[C@H]2c3cc(NC(=O)Nc4ccc(C(F)(F)F)cc4)ccc3O[C@H]2[C@H](CO)O1
  BioA inh = 8.9
> C/C=C/c1ccc2c(c1)O[C@H](CN(C)S(=O)(=O)c1ccc(F)cc1)[C@H](C)CN([C@H](C)CO)S2(=O)=O
  BioA inh = 3.2
> COc1ccc(S(=O)(=O)N(C)C[C@H]2Oc3ccc(NC(=O)Cc4ccccc4)cc3CC(=O)N([C@H](C)CO)C[C@@H]2C)cc1
  BioA inh = -1.4
> C[C@H](CO)N1C[C@H](C)[C@H](CN(C)C(=O)c2ccccc2)OCCCC[C@H](C)Oc2ccc(N(C)C)cc2C1=O
  BioA inh = 0.7
> Cc1noc(C)c1S(=O)(=O)Nc1cccc2c1O[C@H](CN(C)Cc1ccc(C(=O)O)cc1)[C@H](C)CN([C@H](C)CO)C2=O
  BioA inh = 1.1
> CC(=O)N1[C@H](CO)[C@H](c2ccc(C3=CCCC3)cc2)[C@H]1CNC(=O)CN(C)C
  BioA inh = 0.6
> O=C(C[C@@H]1C[C@H]2c3cc(NC(=O)C4CCOCC4)ccc3O[C@H]2[C@H](CO)O1)NC1CCCC1
  BioA inh = 2.0
> CN1[C@@H]2c3ccc(-c4ccccc4)c(=O)n3C[C@H]1[C@H](CO)[C@H]2C(=O)NC1CCCCC1
  BioA inh = 0.1
> Cc1noc(C)c1S(=O)(=O)Nc1ccc2c(c1)C(=O)N([C@H](C)CO)C[C@@H](C)[C@H](CN(C)C(=O)CCCN(C)C)OCCCC[C@@H](C)O2
  BioA inh = -0.1
> O=C(c1cccc(F)c1)N1C[C@H]2[C@@H](c3ccccc31)[C@@H](CO)N2C(=O)Cc1ccccc1
  BioA inh = 6.7
> CC(=O)N(C)C[C@@H]1Oc2cc(C#CC3CC3)ccc2S(=O)(=O)N([C@H](C)CO)C[C@@H]1C
  BioA inh = 2.6
> C[C@@H]1CN([C@H](C)CO)C(=O)c2cc(NS(=O)(=O)c3ccccc3)ccc2O[C@@H](C)CCCCO[C@@H]1CN(C)S(=O)(=O)c1cccs1
  BioA inh = -3.9
> CC(C)C#Cc1ccc([C@@H]2[C@H](C#N)N(C(=O)c3ccccn3)[C@H]2CO)cc1
  BioA inh = -2.5
> C[C@@H]1CN([C@@H](C)CO)C(=O)c2cc(NC(=O)Nc3ccccc3)ccc2O[C@H]1CN(C)Cc1ccc(C(F)(F)F)cc1
  BioA inh = -2.5
> COc1ccc(CNC(=O)C[C@H]2C[C@H]3c4cc(NC(=O)CC5CC5)ccc4O[C@H]3[C@@H](CO)O2)cc1
  BioA inh = -2.4
> C[C@@H]1CN([C@H](C)CO)C(=O)c2cc(C#C[C@@H](C)O)cnc2O[C@H]1CN(C)Cc1cncnc1
  BioA inh = 0.1
> C[C@@H]1CN([C@H](C)CO)S(=O)(=O)c2ccc(C#Cc3ccccc3)cc2O[C@H]1CN(C)C
  BioA inh = 0.4
> C[C@@H]1CCCCO[C@H](CN(C)C(=O)CCCN(C)C)[C@@H](C)CN([C@H](C)CO)C(=O)c2cc(NC(=O)Cc3ccccc3)ccc2O1
  BioA inh = 2.9
> N#C[C@@H]1[C@@H](c2ccc(C#CC3(O)CCCC3)cc2)[C@@H](CO)N1C(=O)C1CCCCC1
  BioA inh = 0.8
> COc1ccc(NC(=O)N(C)C[C@@H]2Oc3ccc(NS(C)(=O)=O)cc3CC(=O)N([C@@H](C)CO)C[C@H]2C)cc1
  BioA inh = -1.0
> CC(C)NC(=O)N(C)C[C@@H]1Oc2ccc(NC(=O)Cc3cn(C)c4ccccc34)cc2C(=O)N([C@@H](C)CO)C[C@@H]1C
  BioA inh = 5.0
> COc1cccc(-c2ccc3c(c2)[C@@H]2[C@@H](CCN2S(=O)(=O)C2=NC(C)C=N2)[C@@H](CO)N3C)c1 (some centres undefined)
  BioA inh = 1.1

Two entries picked at random from the list so far:
> Cc1noc(C)c1S(=O)(=O)Nc1ccc2c(c1)C(=O)N([C@H](C)CO)C[C@@H](C)[C@H](CN(C)C(=O)CCCN(C)C)OCCCC[C@@H](C)O2
  BioA inh = -0.1
> O=C(C[C@@H]1C[C@H]2c3cc(NC(=O)C4CCOCC4)ccc3O[C@H]2[C@H](CO)O1)NC1CCCC1
  BioA inh = 2.0

(cont.)
> C[C@H]1CCCCO[C@@H](CN(C)C(=O)c2ccncc2)[C@@H](C)CN([C@@H](C)CO)C(=O)c2cc(NS(=O)(=O)c3ccccc3)ccc2O1
  BioA inh = -2.1
> Cc1noc(C)c1NC(=O)Nc1ccc2c(c1)C(=O)N([C@@H](C)CO)C[C@@H](C)[C@H](CN(C)CC1CCCCC1)OCCCC[C@@H](C)O2
  BioA inh = -2.4
> C[C@H](O)C#Cc1cnc2c(c1)C(=O)N([C@H](C)CO)C[C@H](C)[C@H](CN(C)CC1CCOCC1)O2
  BioA inh = -1.1
> CC(C)C(=O)Nc1ccc2c(c1)C(=O)N(C)[C@H]1CC[C@@H](CC(=O)NCc3ccc(F)cc3)O[C@H]1CO2
  BioA inh = 0.5
> CCCc1cn(CC[C@H]2CC[C@H](NC(=O)C3CCCCC3)[C@@H](CO)O2)nn1
  BioA inh = 0.9
> C[C@@H]1CCCCO[C@H](CN(C)C(=O)Nc2cccc3ccccc23)[C@H](C)CN([C@@H](C)CO)C(=O)c2cc(NC(=O)C3CCCCC3)ccc2O1
  BioA inh = -0.6
> Cc1noc(C)c1NC(=O)Nc1ccc2c(c1)C(=O)N([C@H](C)CO)C[C@@H](C)[C@H](CN(C)S(=O)(=O)c1ccccc1)OCCCC[C@H](C)O2
  BioA inh = -0.1
> COc1ccccc1-c1ccc([C@@H]2[C@@H](C#N)N(C(=O)NC(C)C)[C@@H]2CO)cc1
  BioA inh = 0.9
> C[C@H]1CN([C@@H](C)CO)C(=O)c2cc(NS(=O)(=O)c3ccc(F)cc3)ccc2O[C@@H]1CN(C)C(=O)Nc1ccc(C(F)(F)F)cc1
  BioA inh = -1.8
> O=C(C[C@@H]1CC[C@@H]2[C@H](COC[C@H](O)CN2Cc2ccncc2)O1)NCC1CC1
  BioA inh = -2.3
> CO[C@H]1CN(C)C(=O)c2cc(NC(=O)C3CC3)ccc2OC[C@@H](C)N(C)C[C@@H]1C
  BioA inh = 1.5
> O=C(c1cccnc1)N1CCCCN2[C@H](CO)[C@@H](c3ccc(C#Cc4ccccn4)cc3)[C@H]2C1
  BioA inh = -0.8
> CC(C)NC(=O)N(C)C[C@H]1Oc2cc(-c3ccncc3)ccc2S(=O)(=O)N([C@@H](C)CO)C[C@H]1C
  BioA inh = -0.1
> CC(C)CC#Cc1cnc2c(c1)C(=O)N([C@H](C)CO)C[C@H](C)[C@H](CN(C)C(=O)c1ccc(F)cc1)O2
  BioA inh = 1.0
> C[C@@H]1CCCCO[C@H](CN(C)Cc2ccc(C(F)(F)F)cc2)[C@@H](C)CN([C@@H](C)CO)C(=O)c2cc(NC(=O)NC3CCCCC3)ccc2O1
  BioA inh = -1.0
> O=C(NCC[C@@H]1CC[C@@H](NC(=O)C2CCCCC2)[C@@H](CO)O1)c1ccc(F)cc1
  BioA inh = -1.1
> C[C@@H]1CN([C@@H](C)CO)C(=O)Cc2cc(NC(=O)C3CC3)ccc2O[C@@H]1CN(C)Cc1ccc(-c2ccccc2)cc1
  BioA inh = -2.9
> C[C@@H]1CCCCO[C@H](CN(C)S(=O)(=O)c2cccs2)[C@@H](C)CN([C@@H](C)CO)C(=O)c2cc(NC(=O)Nc3cccc4ccccc34)ccc2O1
  BioA inh = -2.4
> C[C@H]1CN([C@@H](C)CO)C(=O)c2cc(C#CC3CCCC3)cnc2O[C@H]1CN(C)C(=O)Nc1ccccc1
  BioA inh = 0.9
> O=C(C[C@H]1CC[C@@H](NC(=O)CC2CC2)[C@@H](CO)O1)NCC(F)(F)F
  BioA inh = 2.6
> Cc1ccc(-c2ccc3c(c2)O[C@H](CN(C)Cc2ccccn2)[C@H](C)CN([C@@H](C)CO)S3(=O)=O)cc1
  BioA inh = -0.1
> CC(C)CC#Cc1ccc2c(c1)O[C@H](CN(C)Cc1ccc(F)cc1)[C@@H](C)CN([C@@H](C)CO)S2(=O)=O
  BioA inh = -2.7
> CO[C@H]1CN(C)C(=O)c2ccc(NC(=O)Nc3ccccc3)cc2OC[C@@H](C)N(C(C)=O)C[C@@H]1C
  BioA inh = 0.0
> COCC(=O)N(C)C[C@H]1Oc2ncc(-c3cccc(OC)c3)cc2C(=O)N([C@H](C)CO)C[C@@H]1C
  BioA inh = -0.4
> Cc1ccc(S(=O)(=O)N(C)C[C@@H]2Oc3ccc(NC(=O)Nc4ccc(C(F)(F)F)cc4)cc3C(=O)N([C@H](C)CO)C[C@H]2C)cc1
  BioA inh = 0.9
> CC(C)C#Cc1ccc2c(c1)O[C@H](CN(C)C(=O)c1cnccn1)[C@@H](C)CN([C@@H](C)CO)S2(=O)=O
  BioA inh = -1.3
> O=C(Cc1cccnc1)N[C@@H]1CC[C@@H](CCn2cc(-c3ccccc3F)nn2)O[C@@H]1CO
  BioA inh = -3.4
> Cc1noc(C)c1NC(=O)N(C)C[C@@H]1Oc2ccc(NS(=O)(=O)c3ccccc3)cc2C(=O)N([C@H](C)CO)C[C@H]1C
  BioA inh = -0.9
